Screens as filed in PubChem BioAssay.
Glioma ERSR ind: induces the endoplasmic reticulum stress response in human glioma cells; actives 0.02% (n = 420,000); U87-MG GRP78 promoter luciferase reporter, 16 h; AID 602332; Potency, µM, without a hit: top-dose activation, hits mostly activators; also: potency is read from the fitted curve at half-maximal effect; series mostly up to about 76 µM; % of control where 0% means no effect; nearly all actives have a fitted effect of over 35% in size
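Stably transfected U87-MG glioma cells carrying a GRP78-based luciferase sensor; 16 h compound incubation. Luminescence end-point read 10 min after Bright-Glo addition at room temperature.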
D1 agonist: agonists of human D1 dopamine receptor | HEK293 T-REx D1 cells, calcium flux, agonist mode | activation, % at 2 µM | actives 1% (n = 360,000) | AID 504660; in the data active = activation above about 30%; also: 0% is about no effect
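Tetracycline-induced HEK293 TREx D1 cells, force-coupled to calcium signalling, were dye-loaded with a no-wash calcium kit. Compound was pin-added after a 10 s baseline. Fluorescence was read kinetically at 1 cycle/s for 180 s, with calcium rises flagged as agonism.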
Vif-A3F inh: blocks the Vif interaction with APOBEC3F; Potency, µM (titrated, usually from 46.1 µM), inactives show at the top dose activity, negative = active; HeLa A3F-eYFP + Vif (tagged APOBEC3F with the HIV-1 protein that degrades it), YFP fluorescence increase; actives 0.2% (n = 390,000); also: potency is read from the fitted curve at half-maximal effect; % of control where 0% means no effect; nearly all actives have a fitted effect of over 65% in size
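HeLa cells stably expressing A3F-eYFP plus Vif, plated and incubated overnight at 37 deg C, then exposed to compounds overnight at 37 deg C. Blocked degradation read as raised yellow fluorescence (Ex 488/Em 500-530).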
D2 potentiator: D2 dopamine receptor (human) potentiation; AID 485347; potentiation, % at 10 µM; actives 0.34% (n = 340,000); HEK293 T-REx D2, calcium flux, EC20 dopamine potentiation;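 active = potentiation over 3 SD above the plate norm, cut at about 30% in these data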; also: 0% is about no effect
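Potentiation of an EC20 dopamine calcium response measured kinetically over 180 s, after a preceding 180 s compound-only read flagging agonists. Cells: inducible Hek293 Trex D2 line, 4000/well, cultured overnight at 30 C before dye loading.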
RXFP1 ag: agonists of human relaxin receptor RXFP1 | AID 2676 | Q9HBX9 | actives 0.3% (n = 370,000) | Potency, µM (series often up to 57.5 µM), for the others: at the top dose activation, actives largely listed as activators | HEK293T-RXFP1 cAMP TR-FRET, 30 min; response scale: percent of porcine relaxin response, buffer zero; also: potency is read from the fitted curve at half-maximal effect; % is scaled to controls: 0 for no effect and ±100 for the full control effect; nearly all actives have a fitted effect of over 60% in size; many of its hits are not listed in these tables
Target sequence (Q9HBX9 whole entry, looked up): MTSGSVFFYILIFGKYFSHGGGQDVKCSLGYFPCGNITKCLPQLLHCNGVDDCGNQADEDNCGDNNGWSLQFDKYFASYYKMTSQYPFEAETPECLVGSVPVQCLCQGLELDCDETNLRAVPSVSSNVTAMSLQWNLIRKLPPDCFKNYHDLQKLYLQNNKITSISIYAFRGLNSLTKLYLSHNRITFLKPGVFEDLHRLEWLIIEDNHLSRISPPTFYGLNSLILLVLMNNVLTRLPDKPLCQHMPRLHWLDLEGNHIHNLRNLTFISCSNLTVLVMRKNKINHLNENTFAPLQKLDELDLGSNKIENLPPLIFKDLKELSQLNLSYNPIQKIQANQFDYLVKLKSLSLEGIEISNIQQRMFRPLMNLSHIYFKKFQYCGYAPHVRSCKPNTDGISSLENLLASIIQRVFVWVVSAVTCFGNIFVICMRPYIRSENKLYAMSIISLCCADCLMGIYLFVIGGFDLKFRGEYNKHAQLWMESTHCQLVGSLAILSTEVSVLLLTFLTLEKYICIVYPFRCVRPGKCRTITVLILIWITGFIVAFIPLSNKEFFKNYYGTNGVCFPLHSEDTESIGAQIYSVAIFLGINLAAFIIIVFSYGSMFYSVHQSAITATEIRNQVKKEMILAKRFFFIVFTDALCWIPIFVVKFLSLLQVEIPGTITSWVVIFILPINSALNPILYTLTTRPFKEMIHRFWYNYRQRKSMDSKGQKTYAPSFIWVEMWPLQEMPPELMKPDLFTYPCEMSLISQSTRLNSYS
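Agonist response is measured as cAMP accumulation in an RXFP1-transfected HEK293T line under PDE4 inhibition. Values are scaled between buffer-only and 29 nM porcine relaxin, and EC50s come from standard Hill equation fits.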
D1 antagonist: blocks dopamine activation of the human D1 receptor. HEK293 TREx D1 cells, calcium flux, dopamine EC80; hits give low values. AID 504652. P21728. actives 3.2% (n = 360,000). activity change, negative = inhibition, % at 10 µM; in the data active = activity change below about -30%; also: % is scaled to controls: 0 for no effect and ±100 for the full control effect
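Tetracycline-induced HEK293 T-REx cells with force-coupled D1 receptor were loaded with a no-wash calcium dye. Compound was added after a 10 s baseline and read kinetically for 180 s; EC80 dopamine was then added and calcium flux followed another 180 s.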
D1 potentiator: potentiators of human D1 dopamine receptor; potentiation, % at 10 µM; HEK293 TREx D1 cells, calcium flux, dopamine EC20 potentiation; actives 0.036% (n = 360,000); in the data active = potentiation above about 30%; also: 0% is about no effect
LDHA inh: inhibitors of human lactate dehydrogenase A. P00338. purified LDHA, NADH/diaphorase-resazurin fluorescence; hits give low values. activity change, % (values are at about 110 or 230 µM). actives 0.15% (n = 480,000); in the data active = activity change below about -30%; inconclusive = mostly about -25% to -30%;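 also: plate controls were DMSO wells for no effect and wells without enzyme for full effect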
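Human LDH5 at 2 nM final in Tris HCl pH 7.4 with 0.06 mM NADH and 0.2 mM pyruvate, reacted 5 minutes at room temperature. Remaining NADH coupled via diaphorase/resazurin; resorufin fluorescence read at 0 and 20 minutes, normalized to enzyme-free and DMSO wells.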
Vif-A3G inh: blocks the Vif interaction with human APOBEC3G. HeLa A3G-eYFP + Vif (tagged APOBEC3G with the HIV-1 protein that degrades it), YFP fluorescence, overnight. Q9HC16. Potency, µM (top dose mostly 46.1 µM), inactives show at the highest dose activity, negative = active, most hits filed as inhibitors. actives 0.076% (n = 410,000);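 also: potency is read from the fitted curve at half-maximal effect; % is scaled to controls: 0 for no effect and ±100 for the full control effect; nearly all actives have a fitted effect of over 60% in size; hits raise eYFP signal because A3G escapes Vif-driven loss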
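HeLa cells stably expressing Vif and C-terminally eYFP-tagged A3G, seeded overnight at 37 deg C, then exposed to compound by pintool overnight at 37 deg C. Rise in yellow fluorescence (Ex 488/Em 500-530, Acumen) marks blocked Vif-driven A3G degradation.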
The depositor's hits bear a star; u = inconclusive; x = no result given; & = joins results of further samples. Unless noted, calls follow the shape of the dose curve; as a rule, active = well fitted curve in the direction sought with a large enough effect; inconclusive = small, poorly fitted or top-dose-only effect, or another doubt; inactive = no such curve, though single readings can be large; an effect the other way counts as inactive or inconclusive. This is a subset. The share of hits here may be higher or lower than overall.

SMILES	D2 potentiator	Vif-A3G inh	Glioma ERSR ind	Vif-A3F inh	D1 potentiator	LDHA inh	D1 antagonist	RXFP1 ag	D1 agonist
Cc1cc(Nc2c(C)n(C)n(-c3ccccc3)c2=O)c2ccccc2n1	4	-8%	0%	9%	-3	-9	6	3.1%	2
Cc1ccnc(SC2CC(=O)N(c3ccc(Br)cc3)C2=O)n1 (stereo not drawn)	13	-2%	-1%	-9%	12	-3	-15	2.5%	5
O=C(CCNS(=O)(=O)c1ccc2c(c1)CCC(=O)N2)Nc1ccc2c(c1)OCCO2	-6	2%	-3%	4%	-3	7	-18	-0.5%	0
CC(NC(=O)C1CCC(CNc2c(N3CCCCC3)c(=O)c2=O)CC1)c1ccccc1 (stereo not drawn)	-14	-3%	-3%	-15%	0	-4	5	-2.9%	1
CC(C1CC2CCC1C2)n1c(-c2cccs2)n[nH]c1=S (stereo not drawn)	5	4%	-5%	-9%	-3	-2	-15	1.5%	3
CC(C)n1cnc2c(Nc3ccc(C(=O)O)cc3)nc(Cl)nc21	10	-3%	-2%	-4%	3	-2	12	2.1%	0
Cc1ccc(C)c(NC(=O)CCc2nc(-c3ccc(C(C)(C)C)cc3)no2)c1	-6	9%	-3%	7%	1	4	-13	2.2%	14
CCc1ccc(NCc2cc3ccc(OC)cc3n(CC(=O)Nc3ccccc3OC)c2=O)cc1	-8	0%	0%	6%	0	-3	4	-0.2%	-1
CCOc1ncccc1C(=O)OCC(=O)N(CC(C)C)c1c(N)n(Cc2ccccc2)c(=O)[nH]c1=O	4	2%	-5%	2%	3	-6	8	0.7%	1
COc1ccc(-c2cnc(SCC(=O)Nc3nc(C(C)(C)C)cs3)n2Cc2ccco2)cc1	-11	-11%	1%	x	-6	-6	9	1.2%	-1
CC1CCN(C(=O)COC(=O)C2CCN(S(=O)(=O)c3ccc4c(c3)OCCO4)CC2)CC1	-14	0%	-5%	8%	2	-1	2	-1.1%	1
COc1cccc(NC(=O)c2ccccc2N2C(=O)C3C4C=CC(C5CC45)C3C2=O)c1 (stereo not drawn)	18	-1%	-1%	-9%	3	-5	-1	0.4%	1
CCCCNC(=O)/C=C1\Sc2ccccc2NC1=O	0	-3%	8%	0%	-2	-7	-11	3.6%	-2
C=CCn1c(SCC(=O)Nc2ccc(F)cc2)nc2cc(C(=O)O)ccc2c1=O	5	2%	2%	0%	4	-5	-15	3.0%	2
C=CCOc1ccccc1CN1CCN(CCc2ccccc2)C(CCO)C1 (stereo not drawn)	-22	-5%	-5%	3%	-11	-5	27	-3.0%	0
CC(Nc1oc(-c2ccc(COc3ccc(Cl)cc3)o2)nc1C#N)c1ccccc1 (stereo not drawn)	-3	0%	-4%	0%	0	1	-6	3.0%	2
CCC1NC(C(=O)O)Cc2c1[nH]c1ccccc21 (stereo not drawn)	-3	-3%	-1%	-5%	7	1	8	2.6%	4
COc1ccc([N+](=O)[O-])cc1NC(=O)C1C2C=CC(C2)C1C(=O)O (stereo not drawn)	11	4%	-2%	11%	-3	-5	16	-2.1%	2
CN(C)N1C(N)=C(C#N)C(c2cccnc2)C2=C1CCCC2=O (stereo not drawn)	-4	0%	-3%	6%	-1	10	-1	-0.7%	3
CN1/C(=C\C(=O)COC(=O)CNC(=O)c2ccccc2F)C(C)(C)c2ccccc21	-19	2%	-4%	-5%	-4	-11	3	1.1%	6
Cc1cc(C)c2c(CC(=O)Nc3ccc(F)cc3)coc2c1	-6	1%	-6%	0%	1	-1	-16	-0.1%	10
Cc1ccc(-n2c(SCC(=O)Nc3cc(C)on3)nc3c([nH]c4ccccc43)c2=O)cc1	10	0%	-4%	-4%	-7	-7	-2	3.5%	-2
CN(C)c1nnnn1-c1ccc(Cl)cc1Cl	4	-3%	-3%	-23%	-1	-7	-19	1.7%	6
COc1cccc(NC(=O)Nc2ccc3nc(C)c(C)nc3c2)c1	-1	-5%	0%	-21%	-3	-1	-2	1.5%	1
O=c1cc(O)c2c(=O)n(C3CCCCC3)c3ccccc3c2o1	11	2%	0%	-15%	8	4	7	3.5%	-1
COc1ccc(/C=C(\NC(=O)c2ccccc2)C(=O)OCC2CCCN3CCCCC23)cc1OC (stereo not drawn)	4	-3%	-8%	2%	-10	-6	-8	0.4%	3
COc1cccc(N2C(=NC(=O)c3ccccc3)SC3CS(=O)(=O)CC32)c1 (stereo not drawn)	x	-1%	7%	-11%	-3	-15	-10	7.3%	0
O=C(Nc1ccc2nc(SCc3ccccc3)sc2c1)c1cccc(F)c1	9	-4%	0%	2%	-2	-4	-4	28%	4
O=C(O)CCn1cc(-c2ccc(Cl)cc2)nc1-c1ccc(Cl)nc1	-6	-2%	-4%	-5%	-5	-8	4	1.6%	1
O=C(O)c1cscc1Cc1cccs1	x	4%	-5%	1%	x	2	x	x	x
O=S(=O)(Nc1cccc(S(=O)(=O)N2CCCC2)c1)c1ccc(Br)cc1	x	-2%	-4%	-8%	x	-5	x	x	x
CC1CCN(C(=O)C2CCN(S(=O)(=O)c3ccc4c(c3)CC(C)N4C(=O)C3CC3)CC2)CC1 (stereo not drawn)	20	-3%	-4%	2%	-3	-4	6	2.3%	1
CCOc1ccc(S(=O)(=O)N2CCC(C(=O)OC(C)C(=O)NC3CCCCC3C)CC2)cc1 (stereo not drawn)	-1	2%	-4%	-1%	x	-8	-18	1.4%	7
Cc1cccc(N2CCN(C(=S)Nc3ccc4nc(N5CCN(C)CC5)cc(C)c4c3)CC2C)c1 (stereo not drawn)	-9	-24%	-14%	0%	-6	-1	-73*	6.4%	3
S=C(NNc1ccnc2cc(Cl)ccc12)Nc1ccc(Cl)cc1Cl	7	-6%	-6%	u	-10	0	-8	0.7%	2
CC(C)CN(C(=O)Cn1nnc(-c2ccc(Cl)cc2)n1)C1CCS(=O)(=O)C1 (stereo not drawn)	x	0%	-1%	-11%	x	-9	x	x	x
CCCCn1c(/N=C/c2ccc3c(c2)OCO3)nc2ccccc21	-6	-3%	-3%	3%	3	-3	-2	-1.1%	6
Cc1ccc(OCC(=O)Sc2ccc(C)cc2)cc1	-1	2%	-3%	5%	-7	-4	-3	0.9%	3
NC(=O)CC(NC(=O)Cc1cccc2ccccc12)c1ccc(NC2CCCCCCC2)c([N+](=O)[O-])c1 (stereo not drawn)	10	0%	0%	-21%	7	-6	12	0.3%	3
COc1ccc(Br)c2c1-c1nc(NC(=O)c3cccc(C)c3)sc1C2	x	3%	-3%	-2%	-1	3&1	-16	-0.5%	2

2 consecutive entries from above, for reference:
SMILES	D2 potentiator	Vif-A3G inh	Glioma ERSR ind	Vif-A3F inh	D1 potentiator	LDHA inh	D1 antagonist	RXFP1 ag	D1 agonist
Cc1cc(Nc2c(C)n(C)n(-c3ccccc3)c2=O)c2ccccc2n1	4	-8%	0%	9%	-3	-9	6	3.1%	2
Cc1ccnc(SC2CC(=O)N(c3ccc(Br)cc3)C2=O)n1 (stereo not drawn)	13	-2%	-1%	-9%	12	-3	-15	2.5%	5

(further entries)
SMILES	D2 potentiator	Vif-A3G inh	Glioma ERSR ind	Vif-A3F inh	D1 potentiator	LDHA inh	D1 antagonist	RXFP1 ag	D1 agonist
O=C(Oc1cccc(NC(=O)c2cccs2)c1)c1cccc(S(=O)(=O)N2CCCC2)c1	9	0%	1%	1%	3	-3	-25	-0.2%	8
CCCCCN(C(=O)CCC(=O)OCc1ccccc1C)c1c(N)n(CCCC)c(=O)[nH]c1=O	-2	1%	-4%	6%	-9	-1	-7	-0.4%	0
c1ccc(Oc2ccc(-c3ccnc4nc(N5CCOCC5)nn34)cc2)cc1	-1	5%	1%	27%	-3	-6	13	9.2%	6
O=C(NNC(=O)C1CCCN(c2ncccn2)C1)c1ccncc1 (stereo not drawn)	-1	1%	2%	2%	0	-2	-2	3.2%	0
Cc1ccc(S(=O)(=O)NNC(=O)c2csnn2)cc1	0	-1%	-2%	u	0	7	8	-0.6%	4
CCOc1ccc(NC(=O)CN(C)c2nnnn2-c2ccccc2)cc1OCC	2	0%	-4%	2%	-4	2	-4	1.6%	4
COc1ccc(/C=N/NC(=O)C(=O)NCC2CCCO2)cc1 (stereo not drawn)	1	1%	-1%	3%	-1	-6	5	0.8%	4
Fc1ccc(CNCCCSc2nnnn2-c2ccccc2)cc1	7	1%	-4%	4%	5	-5	-43*	-2.9%	161*
O=C(CCN=C1NS(=O)(=O)c2ccccc21)OCC(=O)c1ccc(F)cc1	1	1%	-1%	7%	-6	-4	-13	0.2%	4
O=C(O)CCNS(=O)(=O)c1ccc(Oc2ccccc2Cl)cc1	1	1%	-4%	18%	-1	-17	-14	-0.2%	2
O=C(O)C1C2C=CC3(O2)C1C(=O)N1c2ccccc2C2OCCC2C13 (stereo not drawn)	9	-2%	-2%	-12%	-6	-1	5	0.9%	1
C=CCOC(=O)C1=C[C@H](c2coc3ccccc3c2=O)[C@@H](CCCO)[C@H](OCC)O1	2	-5%	-5%	0%	2	-5	12	0.1%	-4
